Screening results deposited in PubChem BioAssay by several laboratories.
NSD2 HMT inh – NSD2 (human) methyltransferase inhibition; O96028; NSD2 peptide methylation, AlphaScreen, 120 min; inhibition, % at 12.5 µM; 310,000 tested, 0.54% active; AID 743445; in the data active = inhibition above about 50%
Arrestin-AP2 inh – blocks beta-arrestin peptide binding to AP2 adaptin; FITC-arrestin peptide / GST-AP2 beads, flow cytometry; AP2 beta2 appendage carries R879A mutation; 340,000 tested, 0.31% active; AID 504490; inhibition, % at 10 µM;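 active = inhibition above a set limit, near 3 SD of compounds lacking own fluorescence, cut at about 54% in these data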;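 note: plate controls were DMSO wells for no effect and 5 µM unlabelled arrestin peptide for full effect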
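test system = AP2 appendage R879A on GSH beads | buffer or medium = PBS plus Tween 20 (0.05%) and BSA (0.1%) | incubation = 12 min plus 1 h, RT | detection = bead flow cytometry, FITC channel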
DSG3 Ab inh – blocks pemphigus antibody binding to human desmoglein-3; P32926; DSG3-coupled beads, scFv-anti-DSG3-GFP binding, flow cytometry; hits give low values; binding (percent of control), % at 10 µM; 310,000 tested, 0.48% active;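 active = binding more than 3 SD below its plate's average and above zero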;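 note: hits lower antibody fragment binding to DSG3; some compounds called inactive have numbers as strong as hits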
Target sequence (P32926 whole entry, looked up, the tested form may be a part): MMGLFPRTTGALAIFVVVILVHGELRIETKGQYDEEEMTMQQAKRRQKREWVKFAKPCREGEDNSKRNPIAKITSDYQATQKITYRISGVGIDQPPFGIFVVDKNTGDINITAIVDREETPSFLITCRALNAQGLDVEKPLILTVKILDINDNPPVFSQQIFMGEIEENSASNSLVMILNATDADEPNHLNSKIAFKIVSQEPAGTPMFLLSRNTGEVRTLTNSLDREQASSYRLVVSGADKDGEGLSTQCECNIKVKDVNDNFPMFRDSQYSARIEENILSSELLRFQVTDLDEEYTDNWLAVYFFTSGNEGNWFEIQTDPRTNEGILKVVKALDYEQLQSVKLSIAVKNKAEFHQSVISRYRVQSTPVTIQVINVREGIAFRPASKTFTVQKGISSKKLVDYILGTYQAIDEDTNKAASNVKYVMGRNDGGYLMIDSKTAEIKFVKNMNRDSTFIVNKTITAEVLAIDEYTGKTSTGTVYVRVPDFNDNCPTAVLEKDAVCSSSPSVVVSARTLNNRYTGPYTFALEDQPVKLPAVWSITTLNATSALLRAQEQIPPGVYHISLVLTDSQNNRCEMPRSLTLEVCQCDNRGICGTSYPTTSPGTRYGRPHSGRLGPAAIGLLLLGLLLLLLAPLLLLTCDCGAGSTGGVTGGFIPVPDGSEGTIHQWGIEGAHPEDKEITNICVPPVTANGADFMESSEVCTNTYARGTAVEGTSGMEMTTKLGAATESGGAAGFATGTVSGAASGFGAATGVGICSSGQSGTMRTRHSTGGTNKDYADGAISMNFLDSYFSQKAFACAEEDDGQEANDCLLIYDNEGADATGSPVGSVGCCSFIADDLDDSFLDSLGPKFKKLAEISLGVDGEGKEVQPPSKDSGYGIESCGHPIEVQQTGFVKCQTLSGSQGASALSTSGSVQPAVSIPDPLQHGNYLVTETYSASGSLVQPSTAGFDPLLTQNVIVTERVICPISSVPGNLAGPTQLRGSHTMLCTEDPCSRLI
Keap1 Nrf2 FP – inhibitors of human Keap1-Nrf2 protein-protein interaction; AID 504523; inhibition, % at 9.4 µM; 340,000 tested, 0.15% active; Keap1 Kelch-Nrf2 peptide fluorescence polarization, 1536-well; in the data active = inhibition above about 12%;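 note: human Keap1 Kelch domain with fluorescein labeled Nrf2 9mer peptide probe; 0% = neutral control wells and 100% = peptide positive control; higher means more block of Keap1 binding to Nrf2 peptide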
CAL PDZ FP-1 – blocks peptide binding to the human CAL PDZ domain; AID 602252; 300,000 tested, 0.92% active; purified CAL PDZ, TMR-peptide fluorescence polarization, 1 h; inhibition, % at 24.9 µM;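 active = mean inhibition of at least 30% with at least half of replicates also reaching 30%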;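 note: 0% = DMSO neutral control and 100% = excess unlabeled competitor peptide PRC23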
V-ATPase pHluor – yeast V-ATPase proton transport regulation by pHLuorin; S. cerevisiae, pHLuorin cytosolic pH fluorescence; response, % at 10 µM; 350,000 tested, 0.37% active; AID 504577; in the data active = response mostly above about 7.3%, no sharp cut-off; inactive = mostly below about 5.4%; note: actives read high; inactives centre near 0; some compounds called inactive have numbers as strong as hits; reference of the scale not given here
RTF Ca sens inh – cardiac RTF calcium desensitization. inhibition, % at 7.15 µM. 340,000 tested, 0.12% active. IANBD-labeled cardiac RTF, Ca2+ fluorescence. AID 493244;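 active = inhibition above the mean inhibition of all tested compounds plus 3 SD, cut at about 17% in these data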;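 note: assay run at fixed EC70 calcium of 1.6 mM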
CAL PDZ FP-2 – inhibitors of human CAL PDZ peptide binding | Q9HD26 | purified CAL PDZ, TMR-peptide fluorescence polarization, 1 h | inhibition, % at 20 µM | 330,000 tested, 0.02% active | AID 504414;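 active = highest replicate inhibition of at least 40%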;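 note: plate controls were DMSO neutral control wells for no effect and unlabeled competitor peptide control wells for full effect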
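System: purified tagged CAL PDZ domain construct (CerCALP). Schedule: 1 h incubation at room temperature before polarization reading. Medium: 25 mM sodium phosphate pH 7.4, 150 mM NaCl, TCEP, IgG, Thesit. Read-out: percent inhibition from loss of millipolarization. Measured by: FP readout, S and P plane fluorescence. Probe or stimulus: fluorescent TMR peptide probe.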
DAGLB inhibitor – blocks human DAGLB lipase activity | Q8NCG7 | HEK293T DAGLB membrane lysate, EnzChek fluorogenic substrate | inhibition, % at 5.17 µM | 340,000 tested, 0.059% active; in the data active = inhibition above about 34%;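 note: 0% = enzyme with vehicle and 100% = wells lacking enzyme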
C-LANA FP – KSHV C-LANA DNA binding inhibition | MBP-C-LANA/FAM-LBS DNA binding, fluorescence polarization | inhibition, % at 9 µM | 340,000 tested, 0.078% active | AID 504423;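 active = highest replicate inhibition at or above 60% at 9 µM, even if other replicates fall short; inactive = all replicates below 60% inhibition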;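 note: 0% = neutral control wells and 100% = 4 µM acridine orange control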
Active calls of the source: *; nt = not tested or not shown. These rows are one share of the data; rates above refer to the full screens.

SMILES	NSD2 HMT inh	Arrestin-AP2 inh	DSG3 Ab inh	Keap1 Nrf2 FP	CAL PDZ FP-1	V-ATPase pHluor	RTF Ca sens inh	CAL PDZ FP-2	DAGLB inhibitor	C-LANA FP
Cc1cccc(Cn2c(=O)n(CCCC(=O)NCc3ccco3)c(=O)c3ccccc32)c1	-2	-9	110	1	-7	-3	-1	-0.6	3	-1.0
Cc1ccc(C(=O)N2CCN(c3ccc([N+](=O)[O-])cc3)CC2)o1	7	2	91	0	-2	-3	-34	-4.7	3	-0.7
Cc1ccc(C)c(N2CCN(CCCNC(=O)Cn3cccc3C(=O)c3ccccc3C)CC2)c1	7	-2	102	0	-4	-1	-6	-2.1	1	-2.3
O=C(Nc1cccc(S(=O)(=O)N2CCOCC2)c1)c1ccc(N2CCOCC2)c([N+](=O)[O-])c1	3	7	85	-2	-3	-2	-2	-3.1	5	0.4
CC(=O)Nc1cc(NC(C)=O)cc(C(=O)OCC(=O)N(c2ccccc2)C2CCS(=O)(=O)C2)c1 (centres undefined)	20	-1	nt	-5	-2	0	-4	-0.7	-1	3.0
NC(=O)c1ccc[n+](CC(=O)c2ccc(Br)cc2)c1	1	-7	93	-8	nt	-1	-6	-0.2	1	-1.3
CCOC(=O)c1cc(C)[nH]c(=O)c1C#N	4	15	118	-3	0	6	-7	-3.8	-3	1.9
O=C(Oc1ccc(/C=N/NC(=O)c2ccccn2)cc1)c1ccc(Br)cc1	-3	21	92	-4	-6	4	2	-0.8	0	0.5
CCN(CC)S(=O)(=O)c1cc(NC(=O)CSc2n[nH]c(N)n2)ccc1C	1	-10	106	-6	nt	3	-9	-0.2	0	0.3
C=CCn1c(Cc2ccc(OCC)cc2)nnc1SCC(N)=O	nt	4	101	5	nt	-4	-6	-1.4	-3	0.6
COc1cc(NC(=O)Nc2ccc(C)cc2)cc([N+](=O)[O-])c1	0	-10	97	0	-4	0	-20	-1.1	-3	-1.8
COC(=O)c1cc(CNC(=O)c2cccc(Cl)c2)ccc1OC	-4	-1	87	-7	-3	-1	-15	-3.6	-1	0.0
CC(=O)c1cccc(OC(=O)c2cc(S(=O)(=O)N3CCOCC3)ccc2N2CCCC2)c1	0	-6	nt	-3	1	6	0	-0.1	0	1.7
N#CCc1c(C#N)c(N)nc(N2CCN(C=O)CC2)c1C#N	-1	7	97	-21	4	2	-3	0.0	0	-1.8
Cc1ccc([N+](=O)[O-])c(OCCCN2C(=O)NC(C)(C)C2=O)c1	-1	-9	103	-4	2	2	-13	-2.1	1	0.2
NC(=O)C1CCN(C(=O)CCn2c(=O)oc3ccccc32)CC1	23	-1	nt	1	-1	-10	-8	0.5	2	-0.2
CNCc1ccccc1OCC(=O)Nc1ccccc1OC	21	8	99	-4	-1	4	2	0.2	2	-0.2
COc1cccc(OCC(O)CN2C(C)CCCC2C)c1 (centres undefined)	15	0	124	-4	-1	-5	2	-0.6	-2	-0.1
CC(C)CCN1NC2(CCCC(C)C2)NC1=S (centres undefined)	-1	-18	89	-7	nt	0	nt	-0.8	nt	1.6
CCOC(=O)c1ccc(NC(=O)N2CCN(S(C)(=O)=O)CC2)cc1	-9	2	96	4	-1	2	-1	0.0	0	17
COc1ccc(N2CC(C(=O)NCc3cccnc3)CC2=O)cc1 (centres undefined)	-4	-3	106	-5	-2	4	9	nt	-2	0.6
O=C(CSc1nc2cc(Cl)c(Cl)cc2[nH]1)c1ccc2c(c1)OCO2	-1	-13	96	5	-2	-4	-2	-0.1	-4	3.6
COc1ccc(CCNC(=O)c2cnc3scc(C)n3c2=O)cc1OC	nt	1	103	-7	nt	1	-11	-2.1	-2	0.2
Cc1ccc(-c2[nH][nH]c(=O)c(=O)c2N=Nc2ccccc2)cc1	8	-4	104	1	nt	0	1	-9.6	4	1.7
Cc1cc(C(=O)Cn2nnc3ccccc3c2=O)c(C)n1Cc1cccs1	-1	12	110	-1	5	-9	-1	-0.7	-3	0.1
Fc1cccc(Cc2noc(CN3CCSCC3)n2)c1	0	-6	99	-1	57*	-3	-15	-1.0	0	-2.0
COc1ccc(/C=C2\SC(=NCc3ccccc3)N(Cc3ccccc3)C2=O)cc1OC	2	-124	107	-1	1	2	1	-0.6	-2	-0.9
CC(C)(C)c1cc(NC(=O)c2ccco2)no1	0	-1	106	-1	0	3	-8	-1.2	1	0.3
O=C1CNC(=S)N1C(CO)c1ccccc1 (centres undefined)	1	10	99	-6	-2	3	-4	0.9	-1	3.8
O=C(Nc1ccc([N+](=O)[O-])cn1)c1ccc2c(c1)OCO2	-1	4	88	-1	2	0	-3	0.0	-1	0.2

Further entries
SMILES	NSD2 HMT inh	Arrestin-AP2 inh	DSG3 Ab inh	Keap1 Nrf2 FP	CAL PDZ FP-1	V-ATPase pHluor	RTF Ca sens inh	CAL PDZ FP-2	DAGLB inhibitor	C-LANA FP
COc1ccc(N2CCOCC2)c(NC(=O)c2ccco2)c1	24	4	102	-3	-1	8	-3	-3.6	-6	-2.9
N#Cc1c(N2CCOCC2)nc(N)c2c(N)nc3c(c12)CC(CCl)O3 (centres undefined)	3	1	103	7	-1	5	-9	-2.2	0	0.1
COc1ccc(Cc2nnc(NC(=O)c3cc(OC)cc(OC)c3)s2)cc1	0	22	102	-4	-3	0	-1	nt	-2	7.5
COc1cc([N+](=O)[O-])ccc1NC(=O)c1cccc(NC(=O)C(C)C)c1	1	-10	97	-5	0	-4	-3	-2.0	-3	-0.7
Cc1cc2ncc(S(=O)(=O)c3ccccc3)c(N)n2n1	-2	-6	105	-2	0	1	-3	-2.6	-2	-0.4
CCOc1c(Cl)cc(CNCc2ccccn2)cc1OC	nt	12	103	-4	-3	-1	0	-3.5	-2	4.5
Cc1cc(C(C)(C)C)ccc1OCCn1ccnc1	8	1	97	-5	0	-3	-2	-2.6	0	0.1
O=[N+]([O-])c1cccc(/C=N\N2CCN(c3ccc(Cl)cc3)CC2)c1	0	16	105	-3	-3	0	-1	-2.9	4	-0.7
N#CCSc1nnc(C2CCCCC2)n1-c1ccccc1	nt	28	nt	0	nt	3	0	-2.1	1	-1.7
O=C(O)CN1C(=O)/C(=C\c2cn(-c3ccccc3)nc2-c2ccccc2)SC1=S	4	-4	94	-3	-8	-3	-1	-4.2	7	0.7
COc1ccc(-c2oc(/N=C/N3CCCC3)c(C#N)c2-c2ccc(OC)cc2)cc1	1	12	97	2	1	6	-2	0.3	4	-1.1
Cn1cc(SCC(=O)NCc2ccc(F)cc2)c2ccccc21	-2	-3	100	5	0	-5	-10	-0.7	-3	1.8
COCCn1nnnc1C(c1cc2ccc(OC)cc2[nH]c1=O)N1CCc2ccccc2C1 (centres undefined)	2	-11	97	0	-1	-1	-2	-2.4	-2	3.2
NC(=O)CSc1nnnn1-c1cccc(Cl)c1	-1	-2	107	-2	-2	2	-38	-0.9	-2	-0.8
Nc1nc(=S)c2ncn(C3CCCC3)c2[nH]1	0	-9	92	-4	-2	-6	-5	-1.6	-1	-1.1
CCCCn1c(N)c(N(CCOC)C(=O)c2cc(-c3ccncc3)nc3ccccc23)c(=O)[nH]c1=O	nt	0	102	0	1	0	-4	-2.1	1	0.4
CCOCCCNC(=O)c1c(-c2ccccc2)noc1C	10	-8	105	0	0	-3	2	-2.9	1	5.2
CNC(=O)CSc1nnc(-c2ccc3c(c2)OCO3)n1C	-1	-1	101	1	1	0	-4	-4.4	-2	0.7
CC(C)(C)NC(=O)NC(=O)COC(=O)c1cccc(F)c1	1	9	99	-3	1	-1	-18	-3.4	-1	-0.4
CC1CCCCN1C(=O)c1cc(-c2ccc3c(c2)OCO3)on1 (centres undefined)	4	4	nt	7	-2	-7	5	-1.9	-4	-4.5
CCC(CO)Nc1ncc([N+](=O)[O-])cc1C#N (centres undefined)	-4	-1	99	-3	0	-4	-7	-0.2	0	1.6
CCOC(=O)c1[nH]c(C)c(C(=O)Nc2ccccc2F)c1C	-10	10	98	-6	nt	-3	-12	-1.1	2	0.0
CCc1ccc(C2=NN(C(C)=O)C(c3ccco3)C2)cc1 (centres undefined)	1	-6	96	0	-7	2	3	0.0	-1	2.2
COc1ccccc1NS(=O)(=O)c1cc(NC(=O)Nc2ccc(Cl)cc2Cl)ccc1N1CCCCC1	-2	1	94	3	4	0	-9	-1.9	-7	-2.0
O=C(Cc1ccccc1)N1CCCC(c2nc(-c3cccs3)no2)C1 (centres undefined)	5	-5	104	-7	-1	-2	-2	-1.4	1	-0.7
COc1cc(C=O)c(Br)cc1OC1CCCC1	-8	15	90	4	-2	1	7	-2.1	-5	-0.4
Cc1ccc(-c2ccc(/C=N/NC(=O)CN3CCCC3)o2)cc1Cl	7	18	106	-7	-3	2	-1	-3.0	2	-0.9
CC(C)C(NC(=O)CNC(=O)OC(C)(C)C)C(=O)NCc1ccccc1 (centres undefined)	-2	10	100	-2	22	nt	-3	nt	3	-0.5
O=C(CNC(=O)c1ccc(S(=O)(=O)N2CCCC2)cc1)N/N=C/c1ccc(F)cc1	-2	-3	108	-3	-3	-3	-6	-1.5	1	0.1
COc1ccc(S(=O)(=O)NCCOc2cccc3cccnc23)cc1OC	-2	-24	103	-2	-1	1	-1	-0.7	-4	-0.3

(next part)
SMILES	NSD2 HMT inh	Arrestin-AP2 inh	DSG3 Ab inh	Keap1 Nrf2 FP	CAL PDZ FP-1	V-ATPase pHluor	RTF Ca sens inh	CAL PDZ FP-2	DAGLB inhibitor	C-LANA FP
CCCCn1c(N)c(Sc2ccc(C)cc2)c(=O)[nH]c1=O	1	3	108	1	-9	5	-8	-0.8	-2	-1.5
Cc1c(Cl)cccc1NC(=O)CN1CCC(NC(=O)C2CCCCC2)CC1	-2	-13	102	1	-9	3	-14	-1.1	-2	2.0
CCc1nnc(NC(=O)CSc2ncc(-c3ccccc3)[nH]2)s1	-1	3	97	1	nt	0	-1	0.3	1	-1.2
CCc1cc(C(=O)O)c(NC(=O)/C=C/c2ccc(OC)cc2)s1	0	21	112	-5	-1	3	0	-0.8	9	0.9
CC(C)C/C(O)=C/c1nc2cc(Cl)ccc2oc1=O	2	5	86	1	-3	7	-6	-1.8	1	-0.4
CCN(CC)c1ccc2c(C)c(-c3ccc(N)cc3)c(=O)oc2c1	-7	-6	109	-5	-4	11	-11	1.0	8	2.1
CC1(C)c2[nH]c3ccccc3c2C[C@@H]2C(=O)N(Cc3ccc(F)cc3)C(=O)N21	nt	19	102	-4	-2	-2	5	-0.6	0	-1.2
Cc1nn(C)cc1S(=O)(=O)NC1CCCC1	-3	-10	94	1	-1	1	-2	nt	-2	0.8
CCOc1ccc(C(=O)OC2CCCN(C)C2)cc1 (centres undefined)	3	1	105	-5	nt	-1	-5	0.3	1	-1.0
